# Source: PubChem BioAssay
# DYRK1A inh = rat Dyrk1A kinase inhibitors, primary screen, biochemical, single point, plate reader; inhibition, % at 12.5 µM; Dual specificity tyrosine-phosphorylation-regulated kinase 1A (Rattus norvegicus), Q63470; ADP-Glo luminescence, NFATc1 peptide; AID 504441, 2011; 310,000 tested, 0.43% active; in the data active = inhibition above about 50%;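 also: plate controls were vehicle with enzyme for no effect and no enzyme for full effect; many of its hits are not listed in these tables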
# HSP90 inh = HSP90 inhibitors, primary screen, cell lysate, luminescence. Heat shock protein HSP 90 (rabbit reticulocyte lysate; luciferase refolding). Rabbit reticulocyte lysate, luciferase refolding luminescence, 3 h. inhibition, % at 5.6 µM. 290,000 tested, 0.91% active;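 active = inhibition above the screen-wide mean plus 3 SD, computed separately per campaign, cut at about 16% in these data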;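 also: 0% = DMSO wells and 100% = 60 µM geldanamycin wells; inhibitors lower the luminescence because luciferase stays unfolded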
# HDAC3 inh = HDAC3 deacetylase inhibitors, primary screen, biochemical, fluorescence, cell-free homogeneous. 320,000 tested, 0.15% active. inhibition, % at 8.3 µM. Histone deacetylase 3 (Homo sapiens), O15379. AID 2718, 2010. recombinant HDAC3, fluorogenic peptide/trypsin coupled; in the data active = inhibition above about 26%, passing the limit was not always enough; inconclusive = no clear call, values can overlap the other calls
# HSF1 inh = HSF1 inhibitors in luciferase reporter cells, primary screen, cell-based, NIH3T3, luminescence; NIH3T3-HGL HSE-luciferase, MG132-induced, luminescence 8 h; active compounds read low; activity change, negative = inhibition, % at 7.5 µM (by protocol); 300,000 tested, 0.77% active;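 active = more than half of replicate wells show activity change below -50%, luminescence cut by over half; inconclusive = some wells, but at most half, below -50%; inactive = no replicate well below -50%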;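 also: luciferase reports HSF-1 transcriptional activity via heat shock element; 0% = median of DMSO wells and -100% = zero luminescence signal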
# GSK3B inh = human GSK3beta kinase inhibitors, primary screen, biochemical, cell-free homogeneous, HTS. GST-GSK3beta kinase, ADP-Glo luminescence, 60 min; active compounds read low. activity score (negative = inhibition), % at 10 µM. 300,000 tested, 0.038% active. AID 2097, 2009;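 active = more than half of replicate wells score below -50%, meaning over 50% inhibition versus plate controls; inconclusive = some replicates but at most half score below -50%; inactive = no replicate scores below -50%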;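 also: 0% = median DMSO wells and -100% = median GW8510 positive control wells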
# Target sequence (P49841 whole entry, looked up): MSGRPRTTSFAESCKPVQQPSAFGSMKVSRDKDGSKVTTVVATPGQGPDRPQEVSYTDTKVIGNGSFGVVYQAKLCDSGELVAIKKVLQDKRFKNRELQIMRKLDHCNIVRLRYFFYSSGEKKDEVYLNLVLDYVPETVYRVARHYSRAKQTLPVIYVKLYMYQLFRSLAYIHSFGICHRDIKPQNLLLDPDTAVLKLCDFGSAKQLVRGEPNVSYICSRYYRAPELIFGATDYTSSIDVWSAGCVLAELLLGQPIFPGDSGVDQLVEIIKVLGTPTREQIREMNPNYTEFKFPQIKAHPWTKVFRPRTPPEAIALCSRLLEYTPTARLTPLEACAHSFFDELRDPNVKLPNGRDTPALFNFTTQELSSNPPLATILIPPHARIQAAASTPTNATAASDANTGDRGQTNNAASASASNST
#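 Test system – GST-tagged human GSK3beta kinase, cell-free · Incubation – 60 min enzyme reaction, room temperature · Signal – ADP-Glo luminescence · Also added – peptide substrate and ATP at 25 µM · Controls – DMSO neutral wells and GW8510 at 20 µM as positive · Buffer or medium – Tris/MgCl2 kinase buffer · Measure – Luminescence-derived activity versus plate DMSO and GW8510 wells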
# GSK3A inh = blockers of GSK3A enzyme activity – biochemical, luminescence, cell-free homogeneous, HTS, primary screen | Glycogen synthase kinase-3 alpha (Homo sapiens), P49840 | 320,000 tested, 0.1% active | GSK-3 alpha kinase, ADP-Glo luminescence, 60 min | inhibition, % at 10 µM;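 in the data active = inhibition above about 50%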;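 also: GST-tagged GSK-3 alpha with peptide substrate and 25 µM ATP; 0% = DMSO neutral wells and 100% = GW8510 positive control wells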
# Target sequence (P49840 whole entry, looked up): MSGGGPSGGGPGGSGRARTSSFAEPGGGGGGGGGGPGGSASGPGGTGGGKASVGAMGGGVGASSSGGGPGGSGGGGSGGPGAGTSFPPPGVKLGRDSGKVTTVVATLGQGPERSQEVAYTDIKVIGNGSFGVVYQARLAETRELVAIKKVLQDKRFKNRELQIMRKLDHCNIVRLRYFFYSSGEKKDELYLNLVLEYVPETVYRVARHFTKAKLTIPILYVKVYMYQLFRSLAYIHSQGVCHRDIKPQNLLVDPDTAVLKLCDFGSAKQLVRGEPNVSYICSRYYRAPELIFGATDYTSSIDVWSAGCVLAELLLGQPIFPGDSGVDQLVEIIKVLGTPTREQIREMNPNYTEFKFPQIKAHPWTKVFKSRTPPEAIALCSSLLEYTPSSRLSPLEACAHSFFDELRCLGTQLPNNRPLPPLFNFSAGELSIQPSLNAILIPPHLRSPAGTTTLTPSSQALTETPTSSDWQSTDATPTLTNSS
# Platelet DG rel = inhibitors of platelet dense granule secretion, primary screen, cell-based, MLPCN, human platelets; human platelet-rich plasma, SFLLRN dense granule ATP release, luminescence; inhibition, %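 (compounds screened at 7.5 µM in platelet-rich plasma)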; 300,000 tested, 0.22% active; AID 1663, 2009;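 active = mean replicate score, as percent of positive control, at or above 50; inconclusive = mean below 50 but at least one replicate at or above 50; inactive = mean and every replicate below 50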
# AI-2 QS mod = Vibrio harveyi AI-2 quorum sensing modulators, primary screen, JMH597 strain, luminescence/OD600 ratio. 300,000 tested, 0.4% active. Vibrio harveyi JMH597 AI-2 luminescence/OD600 ratio, 9 h; active compounds read low; strain lacks LuxN and CqsS sensors; 0 = neutral-control median. activity change, % at 7.5 µM; in the data active = activity change below about -75%, passing the limit was not always enough; inconclusive = no clear call, values can overlap the other calls;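 also: luminescence divided by OD600 gain over 9 h not by final OD600 alone; inactives centre near 13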
# HSF1 activator = HSF-1 activators, primary screen, NIH3T3-HGL cells, MG132 stress, luminescence, single point; 300,000 tested, 1.7% active; activation, % at 9 µM; NIH3T3-HGL HSF-1 luciferase reporter, 8 h; 100% = twice DMSO control signal;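 active = mean replicate activation of at least 50% with a set share of replicates each reaching 50%; inconclusive = only one of those two conditions met; inactive = mean below 50% and too few replicates reaching it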;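 also: 0% = median of the neutral control wells and 100% = twice that signal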
# PolyA inh = polyadenylation inhibitors in yeast reporter cells, primary screen, luminescence, S. cerevisiae; S. cerevisiae SKY197-pL101 polyadenylation reporter, beta-gal luminescence; efflux-impaired pdr1/pdr3 knockout yeast; score 100 = 6 SD above DMSO; calls only at 12 µM; 300,000 tested, 0.02% active;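 active = lowest replicate activity score at least 50, where 100 means six control SD above control mean; inconclusive = lowest score under 50 but half or more replicates reach 50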;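 also: yeast exposed to compound for 9 h at 30 °C; higher score means more reporter readthrough which indicates perturbed polyadenylation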
# An asterisk follows results filed as active; i = inactive; ? = inconclusive; nt = no result given.
SMILES,DYRK1A inh,HSP90 inh,HDAC3 inh,HSF1 inh,GSK3B inh,GSK3A inh,Platelet DG rel,AI-2 QS mod,HSF1 activator,PolyA inh
COc1cccc(C(c2c(N)[nH]c(=S)[nH]c2=O)c2c(N)[nH]c(=S)[nH]c2=O)c1,-1,4,3,-1,-1,-3,19,18,-9,i
O=C(Nc1ccccc1N1CCCC1)C1CC(=O)N(Cc2ccccc2)C1 (centres undefined),-4,nt,-3,1,0,6,-7,23,-2,i
O=C(Nc1ccc(F)cc1)c1cccnc1NCCc1ccccc1,4,0,nt,9,0,nt,-1,14,-7,i
CCC(=O)c1ccc(OCC(=O)OCC(=O)c2cc(C)n(CC3CCCO3)c2C)cc1 (centres undefined),-1,nt,-5,-7,-1,-1,6,28,-5,i
O=C(C1=C[C@H](C2CCCCC2)C[C@H](OCCCCO)O1)N1CCN(Cc2ccc3c(c2)OCO3)CC1,5,0,1,-3,-1,nt,-12,13,-6,i
CCCc1cc(Nc2c(C)n(C)n(-c3ccccc3)c2=O)n2c(nc3ccccc32)c1C#N,nt,-2,-11,15,0,0,-5,14,29,i
CC1CCCCN1S(=O)(=O)Cc1ccccc1Cl (centres undefined),nt,-3,-5,-3,0,2,6,27,-2,i
CN(C)c1nc(Nc2ccc(Cl)cc2)nc(OCC#N)n1,-12,-1,4,-4,1,-3,3,4,-3,i
C=C(C)COc1ccc2c(C)c(CC(=O)OC)c(=O)oc2c1C,0,-5,-41,nt,nt,3,nt,nt,nt,nt
COc1ccc(S(=O)(=O)NCCCN2CCCC2=O)c(OC)c1,nt,-3,?,-1,-1,-1,-3,22,3,i
O=S(=O)(Nc1nnc(C2CCCCC2)s1)c1ccc(F)cc1,0,0,0,-7,1,5,-8,2,1,i
CCc1ccc(NC(=O)c2cccc(NC3=NC4CS(=O)(=O)CC4S3)c2)cc1 (centres undefined),6,0,3,1,-2,-1,-4,42,-14,i
CCN1CCN(S(=O)(=O)c2cccc3nsnc23)CC1,0,3,-4,-7,1,-9,-7,-8,-8,i
COc1ccc(CCNc2oc(COc3ccc(Br)cc3)nc2C#N)cc1OC,17,-2,0,33,-3,-1,-2,23,56*,i
COc1cccc(C2C(C#N)=C(N)N(N(C)C)C3=C2C(=O)CCC3)c1 (centres undefined),0,-3,11,12,0,1,-2,16,8,i
CCN1CCN(C(=S)NCc2ccc(C)cc2)CC1,-4,3,1,-8,0,-3,2,23,-4,i
CCn1cc(C=O)c2cc(S(=O)(=O)N3CCOCC3)ccc21,0,5,3,2,-1,0,-5,29,2,i
Cc1ccnc(NCc2ccc(Cl)cc2)c1,0,-4,-11,-6,5,-4,-5,11,5,i
CC(=O)Nc1ccc(S(=O)(=O)Nc2c(C)n(C)n(-c3ccccc3)c2=O)cc1,-1,-4,3,-7,4,-1,-4,-4,-9,i
CN(CC(=O)NCc1ccncc1)S(=O)(=O)c1cc(Cl)ccc1Cl,6,53*,-1,2,-1,-1,0,15,8,i
Cc1cc(NC(=O)Nc2ccccc2F)ccc1Br,1,1,-6,-7,-3,4,-4,20,19,i
O=C(Nc1nc(-c2ccccn2)cs1)c1ccccc1-n1cnnn1,-2,4,-6,-15,1,1,-2,25,-12,i
COc1cc(NC(=S)N2CCN(C/C=C/c3ccccc3)CC2)cc(OC)c1,-4,-2,6,-10,2,0,57*,11,6,i
O=C(NCc1cccnc1)c1c[nH]c2cc3c(cc2c1=O)OCCO3,3,16*,0,-33,0,0,-8,9,-33,i
COc1ccc(NC(=O)CSc2nnc3ccc(-c4ccccn4)nn23)c(OC)c1,-2,nt,1,0,2,2,7,34,-1,i
COc1cccc(C2CC(c3ccccc3OC)n3ncnc3N2)c1 (centres undefined),-5,3,2,1,-4,-3,1,11,1,i
COc1ccc2oc(C(=O)OCC(=O)N3CCCC3=O)c(C)c2c1,10,nt,1,5,-2,0,10,4,3,i
Cc1ccc(CN(C)C(=O)C2CCC(=O)N(C3CCCCCC3)C2)cc1 (centres undefined),2,4,1,8,-2,0,4,-5,5,i
CSc1cc(-c2ccccc2)n(Cc2ccccc2Cl)c(=O)c1C#N,3,-2,-3,-9,-1,1,-16,6,-12,i
N#CCSc1nnc2c(Cl)cc(Cl)cn12,-4,3,1,-6,0,-3,-1,25,1,i
Cc1cc(S(=O)(=O)NCc2ccccc2)ccc1OCC(=O)NCc1ccncc1,-1,-4,0,-3,-11,-2,-2,18,-2,i
Cc1ccc(/C=C/C(=O)O)cc1S(=O)(=O)N(C)CCO,-1,-1,-6,-7,0,-1,2,0,-6,i
O=C(NCC1CCCO1)c1ccc2c(c1)N(Cc1ccccc1)C(=O)CS2=O (centres undefined),-4,-4,6,-7,-2,0,2,2,-8,i
CCOC(=O)C1=C(C)NC(C)=C(C(=O)OCC)C1C(=O)OCC(=O)N(CC)C1CCS(=O)(=O)C1 (centres undefined),nt,-3,2,-9,0,1,-1,18,-26,i
COc1cccc(-c2nc(CS(=O)(=O)CC(=O)Nc3c(C)cccc3C)c(C)o2)c1,1,72*,-1,0,0,-2,3,23,-15,i
C#CC1(O)CC(C)N(C)C(C)C1 (centres undefined),1,6,-2,1,-6,0,0,34,-11,i
Cc1cc2ncn(C(=O)c3c(-c4ccccc4)noc3C)c2cc1C,7,-2,4,-3,1,2,-1,19,-14,i
CC(C)Oc1snc(Cl)c1C(N)=O,8,-3,3,-13,4,5,3,5,-3,i
COc1ccc(CNC(=O)C(NC(C)=O)C(=O)Nc2ccc(OC)cc2)cc1 (centres undefined),-1,3,8,-5,-1,-2,-1,19,-3,i
Cc1ccc(NC(=O)CSc2cn[nH]n2)cc1,14,1,-2,-4,1,2,0,-4,0,i
CCOC(=O)C1(Cc2ccccc2C)CCCN(S(=O)(=O)CC)C1 (centres undefined),7,-4,-4,-8,2,1,-1,12,12,i
O=C1CCCN1CC(O)CS(=O)(=O)Cc1ccc(Cl)cc1 (centres undefined),nt,nt,-6,0,6,1,4,5,-5,i
CCN(NC(=O)C(O)(c1ccccc1)c1ccccc1)C(=O)c1ccccc1,-3,3,3,-7,1,-2,-10,16,-3,i
O=C(Nc1nc(-c2ccco2)c(-c2ccco2)s1)C1CCC1,7,9,1,4,-1,1,0,11,12,i
O=C(COc1ccccc1F)NCc1nc2ccccc2[nH]1,-11,1,-2,-9,0,2,21,0,-2,i
COc1ccc(CCN(C)CC(=O)Nc2ccc(F)c(Cl)c2)cc1OC,4,0,-5,11,-2,0,-6,3,30,i
CCOC(=O)N1N=C(c2ccccc2)CC1(O)C(C)(F)F (centres undefined),-1,3,1,-3,-1,0,-9,12,-4,i
COc1ccc(CCNC(=O)Cc2cc(OC)c(OC)cc2[N+](=O)[O-])cc1OC,-2,0,0,-6,0,-3,-1,18,2,i
CCOc1ccc(NC(=O)C2CCC(CNc3c(N4CCOCC4)c(=O)c3=O)CC2)cc1 (centres undefined),-1,0,7,-1,2,-1,-6,6,6,i
CCCCN1CC(=O)N2[C@H](c3ccc(Cl)cc3)[C@@H]3C(=O)N(CC)C(=O)[C@@H]3[C@]2(Cc2ccccc2)C1=O,2,-3,-9,1,3,-1,12,7,-9,i
O=C1Nc2ccccc2C(O)(C(=O)NCc2ccco2)N1c1ccc(Cl)cc1 (centres undefined),2,4,-1,3,-3,-2,-14,19,17,i
O=C(c1ccc2c(c1)OCO2)N1CCN(S(=O)(=O)N2CCCCC2)CC1,0,0,0,14,2,-1,26,6,45,i
Cc1ccc(S(=O)(=O)N(C)CCCC(=O)Nc2ccc(F)cc2)cc1,8,1,5,-1,-1,-1,-6,21,9,i
CCN(CC)CCCNC(=O)c1cc(-c2ccc(O)cc2)on1,4,3,3,-1,-2,0,11,29,11,i
O=C(NCCc1ccc(C(F)(F)F)cc1)C1COc2ccccc2O1 (centres undefined),-8,-5,3,6,2,0,-8,4,12,i
COc1cccc(Sc2nc(-c3ccccc3)ncc2S(C)(=O)=O)c1,1,26*,-7,-36,3,-1,-2,-7,-44,i
CCOC(CNc1c([N+](=O)[O-])c(=O)n(C)c(=O)n1C)OCC,6,-4,-3,-1,2,-3,-8,16,5,i
CC1CCN(Cc2c(C(=O)N/N=C/c3ccc(C(C)(C)C)cc3)nnn2-c2nonc2N)CC1,-5,-1,2,8,0,-1,-4,11,20,i
CS(=O)(=O)N(CC(=O)N1CCCC1)c1cccc(Cl)c1,-2,-2,-2,-5,-1,-2,1,19,4,i
Cc1ccc(C(=O)N2CCN(c3ncnc4c3cnn4-c3ccccc3)CC2)cc1,6,0,-4,-8,3,-1,-5,16,2,i

# Results in HSF1 inh (two entries from above):
SMILES | HSF1 inh
CN(CC(=O)NCc1ccncc1)S(=O)(=O)c1cc(Cl)ccc1Cl | 2
Cc1cc(NC(=O)Nc2ccccc2F)ccc1Br | -7

# (list continues)
SMILES,DYRK1A inh,HSP90 inh,HDAC3 inh,HSF1 inh,GSK3B inh,GSK3A inh,Platelet DG rel,AI-2 QS mod,HSF1 activator,PolyA inh
Cc1ccc(S(=O)(=O)Nc2ccc(C(=O)NCCCN3CCOCC3)cc2)cc1[N+](=O)[O-],1,nt,-3,-5,nt,0,-3,nt,-1,i
CCc1ccc(CN2CCC(C(=O)Nc3cccc(-c4nnc(C)s4)c3)CC2)o1,13,3,2,2,-6,6,4,58,6,i
O=C(Cc1ccc(Cl)cc1)OCc1nnc(-c2ccccc2)o1,5,-4,3,2,-22,-2,-2,13,-7,i
Cc1c(NC(=O)c2ccc(Br)s2)c(=O)n(-c2ccccc2)n1C,nt,-4,-8,2,-2,-7,-5,12,7,i
C=CCOc1ccn(C)c(=O)n1,-8,-1,-1,-55*,-1,-2,12,14,-64,i
CC(C)[C@@H](C(=O)N[C@@H](C(=O)O)c1ccccc1)N1C(=O)N2CCc3c([nH]c4ccccc34)[C@@]2(C)C1=O,8,1,-2,-2,-5,0,14,4,-9,i
CCOc1ccccc1N1CCN(Cc2cccc(OC)c2O)CC1,-1,-2,-5,44,-9,0,9,8,?,i

# Not all compounds are listed, so the mix of outcomes need not match the whole.
